# MazEF act: activators of E. coli MazEF toxin-antitoxin RNase, primary screen, biochemical, fluorescence, uHTS | Endoribonuclease toxin MazF (Escherichia coli (strain K12)), P0AE70 | FAM/BHQ RNA-DNA oligo cleavage fluorescence, 5 h | activation, % at 20 µM | 0.32% of 350,000 active; in the data active means activation above about 50%
# Target sequence (P0AE70 whole entry, looked up): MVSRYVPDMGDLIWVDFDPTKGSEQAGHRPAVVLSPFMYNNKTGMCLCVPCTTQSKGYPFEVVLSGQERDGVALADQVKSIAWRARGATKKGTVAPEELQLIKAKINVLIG
# VHR inh abs: VHR1 phosphatase inhibitors, primary screen, biochemical, absorbance, uHTS | Dual specificity protein phosphatase 3 (Homo sapiens), P51452 | 0.52% of 290,000 active | recombinant VHR phosphatase, pNPP absorbance | AID 1654, 2009 | inhibition, % at 13.3 µM; in the data active means inhibition above about 50%; further: some compounds called inactive have numbers as strong as hits
# Target sequence (P51452 whole entry, looked up): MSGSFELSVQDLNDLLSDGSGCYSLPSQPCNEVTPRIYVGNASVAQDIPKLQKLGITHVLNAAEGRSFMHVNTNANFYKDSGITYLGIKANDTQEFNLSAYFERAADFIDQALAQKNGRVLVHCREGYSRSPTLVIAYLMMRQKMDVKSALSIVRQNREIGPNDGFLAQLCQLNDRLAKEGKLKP
# 3CLpro inhibitor: SARS-CoV 3CLpro protease inhibitors, primary screen, biochemical, quenched FRET; 0.14% of 290,000 active; AID 1706, 2009; recombinant SARS-CoV 3CLpro, quenched FRET peptide cleavage; inhibition, % at 6 µM; in the data active means inhibition above about 12%
# BioA inh: M. tuberculosis BioA enzyme inhibitors, primary screen, biochemical, plate reader, single point, HTS; 0.096% of 360,000 active; 7,8-diaminopelargonic acid synthase BioA (Mycobacterium tuberculosis); purified M. tuberculosis BioA enzyme; inhibition, % at 9.99 µM; in the data active means inhibition above about 40%
# PriA SSB inh: inhibitors of Klebsiella pneumoniae PriA binding to SSB C-terminal tail, primary screen, biochemical, AlphaScreen; inhibition, % at 33 µM; AID 1272365, 2023; PriA–SSB C-terminal tail interaction (Klebsiella pneumoniae); AlphaScreen SSBct-PriA binding, biotinylated peptide; 0.6% of 430,000 active; in the data active means inhibition mostly above about 37%, no sharp cut-off; inactive means mostly below about 20%;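 further: plate controls were negative control peptide for no effect and reference peptide for full effect; strong numbers were not always called active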
# Mtb UGM inh: M. tuberculosis UGM enzyme inhibitors, primary screen, biochemical, fluorescence polarization, single point; UDP-galactopyranose mutase (Mycobacterium tuberculosis (strain ATCC 25618 / H37Rv)), …; AID 504406, 2011; purified UGM, fluorescence polarization probe displacement; 0.06% of 320,000 active; inhibition, % at 10 µM; in the data active means inhibition above about 10%, passing the limit was not always enough
# GDH-TPI inh: GDH-TPI coupling enzyme inhibitors, primary screen, artefact control for M. tuberculosis FBA inhibitor project, biochemical, absorbance, full deck. 1.2% of 360,000 active. GDH-TPI coupled enzyme counterscreen, NADH absorbance. inhibition, % at 4.8 µM; in the data active means inhibition above about 30%;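 further: 0% = DMSO wells and 100% = wells lacking the enzyme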
# Rv3671c protease: Rv3671c serine protease inhibitors, primary screen, biochemical, fluorescence polarization, M. tuberculosis H37Rv | AID 2606, 2010 | P9WHR9 | inhibition, % at 5.96 µM | 0.048% of 320,000 active; in the data active means inhibition above about 38%;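 further: extracellular domain of Rv3671c used as enzyme; 0% = enzyme with DMSO and 100% = no enzyme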
# Target sequence (P9WHR9 whole entry, looked up, the tested form may be a part): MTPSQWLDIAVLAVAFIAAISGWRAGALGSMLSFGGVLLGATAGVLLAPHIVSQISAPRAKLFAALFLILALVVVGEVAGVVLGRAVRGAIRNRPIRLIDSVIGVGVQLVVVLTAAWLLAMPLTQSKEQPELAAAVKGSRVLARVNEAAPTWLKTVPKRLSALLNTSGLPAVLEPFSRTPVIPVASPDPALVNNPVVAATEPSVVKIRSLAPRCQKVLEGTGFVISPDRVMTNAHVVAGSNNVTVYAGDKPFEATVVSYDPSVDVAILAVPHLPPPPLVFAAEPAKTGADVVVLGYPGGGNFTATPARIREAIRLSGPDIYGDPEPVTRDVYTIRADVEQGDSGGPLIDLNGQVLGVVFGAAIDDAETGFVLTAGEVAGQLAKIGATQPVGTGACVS
# FBA Mtb inh: Mtb FBA enzyme inhibitors, primary screen, biochemical, fluorescence, strain H37Rv; purified M. tuberculosis FBA, fluorescence read-out; 2.3% of 360,000 active; inhibition, % at 1 µM; AID 588726, 2011; Fructose-bisphosphate aldolase (Mycobacterium tuberculosis (strain ATCC 25618 / H37Rv)), …; in the data active means inhibition above about 27%;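 further: 0% = vehicle and 100% = reference inhibitor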
# Target sequence (P9WQA3 whole entry, looked up): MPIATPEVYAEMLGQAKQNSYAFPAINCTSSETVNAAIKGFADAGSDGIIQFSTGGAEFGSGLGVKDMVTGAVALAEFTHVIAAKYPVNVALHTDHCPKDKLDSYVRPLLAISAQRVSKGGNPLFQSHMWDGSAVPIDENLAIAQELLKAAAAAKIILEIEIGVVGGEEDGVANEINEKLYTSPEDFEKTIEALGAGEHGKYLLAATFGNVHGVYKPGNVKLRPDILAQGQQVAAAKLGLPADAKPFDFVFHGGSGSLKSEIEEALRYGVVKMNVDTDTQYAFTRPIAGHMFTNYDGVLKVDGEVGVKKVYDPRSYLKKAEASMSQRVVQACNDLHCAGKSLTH
# BH1578 lux ind: inducers of Vibrio cholerae quorum light production without autoinducers, primary screen, BH1578 luxS cqsA deficient, single point; AID 588436, 2011; V. cholerae BH1578 lux reporter, luminescence, 6 h; activation, % at 18.7 µM; 0.16% of 350,000 active; in the data active means activation mostly above about 9.7%, no sharp cut-off; further: not every result past the cut was called active; inactives centre near 0; reference of the scale not given here
# The depositor's hits bear a star; i = inactive; . = not tested or not shown.
nr	smiles	MazEF act	VHR inh abs	3CLpro inhibitor	BioA inh	PriA SSB inh
1	Cc1cc(NC(=O)c2ccccc2C)ccc1NC(=O)c1ccccc1Cl	12	-4	4	-1.5	-20
2	O=C(CCCCCCN1C(=O)c2ccccc2C1=O)N1CCC(c2ccccc2)C1 (configuration not stated)	3	-5	2	0.1	-16
3	COc1ccc(Nc2ncc(C(=O)O)c3ccccc23)cc1	9	-12	-6	.	2
4	O=C(/C=C/c1ccc(Br)cc1)c1ccco1	-6	12	-2	.	2
5	CCCCc1cc(=O)oc2cc(OC3CCCCC3=O)ccc12 (configuration not stated)	-6	2	2	-4.3	-11
6	CCOc1ccc(NC(=O)CC2C(=O)N(c3ccc(OC)cc3)C(=O)N2CCc2cccs2)cc1 (configuration not stated)	6	-8	-1	.	6
7	C=CCN1C(=O)C(Cc2ccccc2)SC1=Nc1ccc(C(=O)O)cc1 (configuration not stated)	5	-10	4	1.1	-2
8	C=C1N2CCC(CC2)C1(O)c1ccccc1C (configuration not stated)	4	12	2	0.3	-22

nr	Mtb UGM inh	GDH-TPI inh	Rv3671c protease	FBA Mtb inh	BH1578 lux ind
1	0.5	5	-7	0	i
2	-4.4	0	5	1	i
3	-1.1	24	4	0	-0.9
4	-2.6	25	6	-1	i
5	-2.6	8	1	5	i
6	-0.9	11	-3	-1	-0.1
7	-2.9	2	7	0	-0.7
8	0.7	15	-4	2	-1.0

# The listing continues.
nr	smiles	MazEF act	VHR inh abs	3CLpro inhibitor	BioA inh	PriA SSB inh
9	Cc1ccc2[nH]c(=O)c(-c3nc4ccccn4c3NCc3ccco3)cc2c1	4	19	-2	-0.3	5
10	CN(C)c1ccc(C(CNC(=O)c2ccc(F)cc2)c2c[nH]c3ccccc23)cc1 (configuration not stated)	5	-1	-5	-0.3	-3
11	CCCN1C(=O)SC(CC(=O)Nc2cccc3ccccc23)C1=O (configuration not stated)	0	18	3	-1.2	-16
12	Cc1nn(C(C)C(=O)NCCN2CCCCCC2)c(=O)c2nn(-c3ccccc3)c(C)c12 (configuration not stated)	6	39	2	1.5	8
13	Cc1ccc(N(C(=O)CCC(=O)Nc2cc(C)on2)C(C(=O)NC2CCCC2)c2cccs2)cc1 (configuration not stated)	0	2	-1	-0.3	-15
14	CCn1c(SCC(=O)N(C)CC(=O)Nc2ccc(F)c(F)c2F)nnc1-c1ccco1	3	9	-2	0.5	-4
15	Cc1ccc([N+](=O)[O-])cc1N/C=C/C(=O)c1ccco1	6	6	0	0.6	.
16	O=C(CCC(=O)N1CCCC1)Nc1ccc(Cl)c(Cl)c1	0	10	1	-0.9	17

nr	Mtb UGM inh	GDH-TPI inh	Rv3671c protease	FBA Mtb inh	BH1578 lux ind
9	4.4	27	4	1	-1.4
10	2.7	-6	5	-2	-2.3
11	0.2	7	7	2	i
12	0.5	4	9	-1	0.0
13	-2.3	1	4	0	i
14	0.3	10	2	5	-0.4
15	1.8	24	1	2	-4.0
16	-0.2	7	2	1	i

# The list continues.
nr	smiles	MazEF act	VHR inh abs	3CLpro inhibitor	BioA inh	PriA SSB inh
17	COc1cc2c(cc1OC)C(C)N(S(=O)(=O)c1cn(C)c(C)n1)CC2 (configuration not stated)	11	27	3	-8.6	-7
18	COc1ccc(CCC(=O)OCC(=O)Nc2ccccc2)cc1	-1	41	-5	-1.3	-12
19	COc1ccc(Cn2c(=S)[nH]c3cc(OC)c(OC)cc3c2=O)cc1	0	-1	-1	-0.2	-10
20	Cn1c(=O)[nH]c(=O)c2c1nc(N1CCCCC1)n2CCSc1ncccn1	-2	.	.	-0.7	2
21	Cc1ncc2c(c1OC(=O)c1ccc([N+](=O)[O-])cc1)COC(C)(C)OC2	1	20	2	1.2	-13
22	Cc1ccc(C)c(NC(=O)Cn2nc(C(F)(F)F)cc2C2CC2)c1	-6	6	1	-0.1	-4
23	COCCNC(=O)C(c1ccc(O)cc1)N(Cc1ccccc1)C(=O)CCC(=O)Nc1ccccn1 (configuration not stated)	-4	7	6	-0.4	-10
24	COC(=O)C1=C(C)N(C)C(C)=C(C(=O)OC)C1c1ccccn1	94*	25	-3	0.2	-18

nr	Mtb UGM inh	GDH-TPI inh	Rv3671c protease	FBA Mtb inh	BH1578 lux ind
17	-0.1	-3	-1	1	-0.5
18	-0.2	1	0	1	-0.2
19	3.6	7	-6	3	-2.8
20	1.3	0	-5	-1	-0.2
21	-1.2	3	0	6	i
22	-2.2	3	6	5	i
23	0.1	4	-12	3	-0.3
24	1.4	7	-10	5	-0.3

# Only VHR inh abs (3 entries from above):
no. | SMILES | VHR inh abs
19 | COc1ccc(Cn2c(=S)[nH]c3cc(OC)c(OC)cc3c2=O)cc1 | -1
24 | COC(=O)C1=C(C)N(C)C(C)=C(C(=O)OC)C1c1ccccn1 | 25
18 | COc1ccc(CCC(=O)OCC(=O)Nc2ccccc2)cc1 | 41

# Later entries
nr	smiles	MazEF act	VHR inh abs	3CLpro inhibitor	BioA inh	PriA SSB inh
25	Cc1ccc(SCc2[nH]nc3c2C(c2ccco2)C(C#N)=C(N)O3)cc1 (configuration not stated)	-4	1	-3	-1.4	-5
26	CCOc1ccc(-c2n[nH]c(C)c2Oc2ccc(OC)cc2)c(O)c1	-1	8	4	-0.8	7
27	NS(=O)(=O)c1ccccc1NC(=O)c1c(O)c2ccccc2[nH]c1=O	16	.	-1	-0.5	0
28	CCOc1ccc(CN2CCN(Cc3cccn3-c3nccs3)CC2CCO)cc1 (configuration not stated)	3	4	-3	-0.8	-3
29	COc1cc([N+](=O)[O-])ccc1NC(=O)COC(=O)c1ccc(NC(N)=O)cc1	-36	-8	3	.	4
30	CCC(C)[C@@H](N)C(=O)N/N=C/c1ccc2ncccc2c1 (some centres not stated)	-1	4	1	3.6	.
31	CCOc1ccc(CCN2C(=S)N([C@@H](CC(C)C)CN3CCCC3CN3C(=S)NC[C@@H]3Cc3ccc(O)cc3)C[C@@H]2CC(C)C)cc1 (some centres not stated)	-2	.	.	-2.2	-1
32	CCC(=O)c1ccc(OC(=O)C2CCN(C3=NS(=O)(=O)c4ccccc43)CC2)cc1	0	.	.	0.1	-4

nr	Mtb UGM inh	GDH-TPI inh	Rv3671c protease	FBA Mtb inh	BH1578 lux ind
25	1.0	-5	0	-5	i
26	-1.3	3	2	0	i
27	0.2	1	-23	4	-8.3
28	-1.1	8	-8	0	-2.3
29	-2.3	9	-4	5	-2.3
30	-0.3	3	-8	-9	-0.2
31	.	12	.	-4	-1.4
32	-0.6	8	-6	2	-0.4

# Results in sequence from above:
# Compounds 25–32 in BH1578 lux ind, in turn: i, i, -8.3, -2.3, -2.3, -0.2, -1.4, -0.4
# Compounds 25–32 in BioA inh, in turn: -1.4, -0.8, -0.5, -0.8, ., 3.6, -2.2, 0.1

# New compounds follow.
nr	smiles	MazEF act	VHR inh abs	3CLpro inhibitor	BioA inh	PriA SSB inh
33	Cc1cccc2cc(C(c3nnnn3C3CCCC3)N3CCOCC3)c(=O)[nH]c12 (configuration not stated)	1	8	2	-0.8	6
34	O=C(CSc1nnc(C2COc3ccccc3O2)o1)N1CCCCC1 (configuration not stated)	5	17	2	0.5	-10
35	O=C(Nc1nccs1)C1CC(=O)N(Cc2ccco2)C1 (configuration not stated)	-8	11	2	.	-4
36	c1ccc(-c2cc(N3CCOCC3)nc(-c3ccccc3)n2)cc1	-16	7	-5	.	-3
37	COc1ccccc1CCNC(=O)C(=O)c1cn(CC(=O)N2CCCC2)c2ccccc12	-4	15	0	-0.2	25
38	CC(C)CN=C(NS(=O)(=O)c1ccccc1)C(Cl)(Cl)Cl	-5	-4	-1	.	1
39	CCOc1ccc(S(=O)(=O)N2CCC(C(=O)NCc3ccncc3)CC2)cc1C	6	22	2	-0.4	-8
40	O=C1c2ccccc2-c2c1cccc2C(=O)N1CCCCCC1	-1	-14	0	.	-4

nr	Mtb UGM inh	GDH-TPI inh	Rv3671c protease	FBA Mtb inh	BH1578 lux ind
33	1.1	16	4	2	i
34	-1.4	12	-3	2	-0.4
35	1.5	-3	-5	2	-0.2
36	0.2	0	-4	3	i
37	-2.1	23	-1	4	0.5
38	3.0	5	-2	2	-0.3
39	2.6	4	-7	0	-0.2
40	1.5	8	-3	3	-0.2

# An excerpt from above in order of molar mass, ascending:
nr	smiles	MazEF act	VHR inh abs	3CLpro inhibitor	BioA inh	PriA SSB inh
40	O=C1c2ccccc2-c2c1cccc2C(=O)N1CCCCCC1	-1	-14	0	.	-4
36	c1ccc(-c2cc(N3CCOCC3)nc(-c3ccccc3)n2)cc1	-16	7	-5	.	-3
38	CC(C)CN=C(NS(=O)(=O)c1ccccc1)C(Cl)(Cl)Cl	-5	-4	-1	.	1
33	Cc1cccc2cc(C(c3nnnn3C3CCCC3)N3CCOCC3)c(=O)[nH]c12 (configuration not stated)	1	8	2	-0.8	6

nr	Mtb UGM inh	GDH-TPI inh	Rv3671c protease	FBA Mtb inh	BH1578 lux ind
40	1.5	8	-3	3	-0.2
36	0.2	0	-4	3	i
38	3.0	5	-2	2	-0.3
33	1.1	16	4	2	i

# Next compounds
nr	smiles	MazEF act	VHR inh abs	3CLpro inhibitor	BioA inh	PriA SSB inh
41	Cc1cc(C)cc(CC(=O)N2CCC2(C)C(=O)NS(=O)(=O)c2ccccc2C)c1 (configuration not stated)	.	.	.	-0.8	.
42	Cc1cccc(-n2c(SCC(=O)Nc3nonc3C)nnc2-c2ccoc2C)c1	0	6	-4	8.3	1
43	C=CCSc1ncc(C#N)c(N)n1	2	13	0	-1.1	-22
44	CCNC(=O)c1sccc1-n1cccc1	-9	20	5	-3.3	-5
45	CC(=O)c1cc(CN2CCCCC2)cc(OC(C)C)c1	-22	-8	-1	.	-17
46	COc1ccc(CNC(=O)C2CCN(S(=O)(=O)c3ccc(N4CCCC4=O)cc3)CC2)cc1	2	.	.	3.1	.
47	C[C@@H]1NC(=O)[C@H](CCCN=C(N)N)NC(=O)c2cc([N+](=O)[O-])cc(I)c2OCC[C@@H](C(=O)NC(CC(=O)O)C(N)=O)NC1=O (some centres not stated)	.	11	-2	.	.
48	COc1cc2c(cc1OC)C(C)N(C(=O)c1cccs1)CC2 (configuration not stated)	-1	11	3	.	-15

nr	Mtb UGM inh	GDH-TPI inh	Rv3671c protease	FBA Mtb inh	BH1578 lux ind
41	.	3	.	-2	0.7
42	-0.4	11	-6	7	3.4
43	-1.6	-4	11	0	i
44	-2.1	1	0	-3	i
45	3.2	-4	-9	-2	-0.5
46	.	5	.	1	-0.5
47	3.1	.	-3	.	.
48	-0.8	-6	3	-1	-1.1

# The listing continues:
nr	smiles	MazEF act	VHR inh abs	3CLpro inhibitor	BioA inh	PriA SSB inh
49	CCOc1ccc(-c2nc(CCl)cs2)cc1OC	7	-3	2	-0.6	-10
50	Cc1ccc(CS(=O)Cc2ccc(C(=O)NCc3ccc4c(c3)OCO4)o2)cc1 (configuration not stated)	-3	6	-1	2.4	-13
51	Nc1nonc1-n1nnc(C(=O)N/N=C/C=C/c2ccccc2)c1CSC1=NCCS1	2	10	2	0.3	i
52	COc1ccccc1N1CCN(C(=O)c2ccc3c(c2)CCN3S(C)(=O)=O)CC1	11	-26	-4	-0.3	-8
53	CCc1sc(C(=O)NC2CCN(C)CC2)cc1Br	-7	21	3	.	-3

nr	Mtb UGM inh	GDH-TPI inh	Rv3671c protease	FBA Mtb inh	BH1578 lux ind
49	2.7	2	4	46*	-0.4
50	0.0	8	-1	3	-0.3
51	-4.5	25	6	0	i
52	-0.8	-7	4	-4	-0.3
53	2.8	1	-3	-1	-0.3

# From PubChem

# Not all compounds are listed; the hit share may differ from the screen's.
